# Screening results: PubChem, several laboratories
# Siah-1 displacement = blockers of Siah-1 interaction with plectin peptide – biochemical, fluorescence polarization, rhodamine-plectin, uHTS, primary screen (AID 1817); Siah-1 / rhodamine-plectin peptide fluorescence polarization; higher % means a stronger effect; displacement, % at 20 µM, or IC50 in µM where a hit was titrated; 290,000 compounds, 0.02% hits;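 active = displacement of at least 50% at 20 µM, with a fluorescence ratio check between 0.3 and a set limit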;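 note: plate controls were Siah plus tracer with DMSO for no effect and tracer alone without Siah for full effect; strong numbers were not always called active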
# GPR55 LPI antagonism = GPR55 antagonists blocking LPI-driven arrestin recruitment, primary screen, imaging, U2OS, beta-arrestin-GFP, LPI agonist (AID 2013); U2OS GPR55 beta-arrestin-GFP translocation imaging, LPI antagonism; higher % means a stronger effect; inhibition, % at 10 µM, or IC50 in µM where a hit was titrated; 290,000 compounds, 0.13% hits;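 active = spots per cell inhibited over 60%, with over 100 cells counted and total cytoplasm intensity under 500,000; inconclusive = wells with under 100 cells, flagged as likely toxic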;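 note: U2OS cells stably carrying GPR55 and arrestin-GFP stimulated by 5 µM LPI near EC80; imaged beta-arrestin-GFP aggregate spots per cell after agonist stimulation; plate controls were LPI-stimulated DMSO wells for no effect and DMSO wells without LPI for full effect; some results filed as inactive read as strong as hits; confirmed hits need IC50 under 10 µM and bright autofluorescent wells are also inconclusive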
# GPR55 activation = selective activators of receptor GPR55 – imaging, U2OS cells, beta-arrestin-GFP redistribution, primary screen (AID 1961). U2OS GPR55 beta-arrestin-GFP redistribution imaging; higher % means a stronger effect. activation, % at 10 µM, or EC50 in µM where a hit was titrated. 290,000 compounds, 0.048% hits;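 active = activation above 40% with more than 50 cells counted in the well; inconclusive = wells holding fewer than 50 cells, flagged as toxic or sparse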;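 note: U2OS osteosarcoma cells stably expressing GPR55 and beta-arrestin-GFP; plate controls were DMSO negative control for no effect and LPI positive control for full effect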
# GPR35 arrestin U2OS = GPR35 antagonists blocking zaprinast-driven arrestin recruitment, primary screen, imaging, U2OS, beta-arrestin-GFP, zaprinast agonist (AID 2058) | inhibition, % at 10 µM, or IC50 in µM where a hit was titrated | U2OS GPR35 beta-arrestin-GFP translocation imaging, zaprinast antagonism; higher % means a stronger effect | 290,000 compounds, 0.052% hits;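 active = inhibition of at least 50% with at least 30 cells and total cytoplasm GFP at most 10,000,000; inconclusive = under 30 cells or total GFP of 10,000,000 plus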
# Dengue-2 NS5 capping = Dengue-2 NS5 methyltransferase inhibitors, primary screen, biochemical, confirmation dose response (AID 588689). Dengue-2 NS5 methyltransferase capping enzyme assay, biochemical; higher % means a stronger effect. one-dose inhibition, % at 25 µM; IC50 in µM for titrated hits. 340,000 compounds, 0.3% hits; in the data active = a potency from the dose series; inconclusive = inhibition above about 29% without an active follow-up result
# AID2073 = disruptors of CaV2.2 binding to Mint1 – biochemical, HTRF (AID 2073) | HTRF protein-protein interaction, Mint1-CaV2.2; higher % means a stronger effect | inhibition, % at 20 µM, or IC50 in µM where a hit was titrated | 290,000 compounds, 0.19% hits; in the data active = inhibition mostly above about 51%, no sharp cut-off; inconclusive = no clear call, values can overlap the other calls; inactive = mostly below about 53%; note: some results filed as inactive read as strong as hits
# HIV peptide binding = inhibitors of HIV fusion peptide binding, primary screen, biochemical, uHTS, fluorescence dequenching (AID 1986); 290,000 compounds, 0.3% hits; one-dose inhibition, % at 20 µM; IC50 in µM for titrated hits; cell-free peptide binding, fluorescence dequenching, 30 min; higher % means a stronger effect; in the data active = inhibition mostly above about 52%, no sharp cut-off; inactive = mostly below about 76%; note: some results filed as inactive read as strong as hits
# NTR1 ag = agonists of NTR1, primary screen, imaging, U2OS cells, beta-arrestin-GFP, high content (AID 493036). NTR1-U2OS beta-arrestin-GFP spot imaging, agonist mode. activation, % at 20 µM. 330,000 compounds, 0.17% hits;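 active = activation at or above 40% of the spot to cytoplasm intensity ratio, with at least 20 cells analyzed; inconclusive = wells under 20 cells, flagged as cytotoxic or low count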;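 note: 0% = DMSO without peptide and 100% = 100 nM NTR1 peptide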
# Target sequence (P30989 whole entry, looked up): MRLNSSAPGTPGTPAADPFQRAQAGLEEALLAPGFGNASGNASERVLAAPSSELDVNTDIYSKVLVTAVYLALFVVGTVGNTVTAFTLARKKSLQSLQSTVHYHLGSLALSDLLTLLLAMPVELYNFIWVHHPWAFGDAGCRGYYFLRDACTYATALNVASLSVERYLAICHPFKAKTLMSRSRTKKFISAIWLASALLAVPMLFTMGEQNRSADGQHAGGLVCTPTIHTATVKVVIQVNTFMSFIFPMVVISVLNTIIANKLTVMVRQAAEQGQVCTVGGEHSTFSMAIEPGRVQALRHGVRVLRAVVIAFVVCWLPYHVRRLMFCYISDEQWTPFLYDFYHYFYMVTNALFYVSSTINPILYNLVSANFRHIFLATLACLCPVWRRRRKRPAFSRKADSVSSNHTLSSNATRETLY
# K1F lysis inhibition = protection from phage-mediated lysis, alamar blue read-out – E. coli UTI89, K1F phage, bacterial capsule biogenesis inhibitors (AID 488966) | E. coli UTI89 K1F phage lysis, alamar blue, 2 h; higher % means a stronger effect | inhibition, % at 100 µM, or IC50 in µM where a hit was titrated | 340,000 compounds, 0.02% hits;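 active = phage lysis inhibition, versus mean bacterial control, above a set limit; inconclusive = no clear call, values can overlap the other calls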;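 note: capsule biogenesis inhibitors block K1F phage lysis so surviving cells raise fluorescence; higher fluorescence means more inhibition of phage lysis; actives were called in the ten point dose series up to 300 µM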
# NTR1 ag cell count 20 µM = further read-out of NTR1 ag, marked with its call; cell count; measured here: cell count, cytotoxicity flag
# Numbers without * were called inactive; ? = inconclusive; . = no result given; [ ] = another dose, or the depositor's remark. Outcome played no part in choosing rows. About 1.2% of those tested had a hit in this group.
SMILES,Siah-1 displacement,GPR55 LPI antagonism,GPR55 activation,GPR35 arrestin U2OS,Dengue-2 NS5 capping,AID2073,HIV peptide binding,NTR1 ag,NTR1 ag cell count 20 µM,K1F lysis inhibition
CC(=O)c1ccc(NC(=O)c2ccc3c(c2)C(=O)N(c2ccccn2)C3=O)cc1,3%,4%,-0.1%,5%,-4%,8%,1.5%,1.2,50,-0.3%
CS(=O)(=O)N(CCc1ccccc1)CC(=O)N1CCN(c2ccc(F)cc2)CC1,4%,3%,-0.5%,7%,2%,11%,-1.3%,-2.2,49,0.2%
OCCN(Cc1ccccc1)C(=S)Nc1ccc(Cl)cc1Cl,0%,-5%,0.6%,-2%,2%,-11%,0.7%,0.4,36,-1.1%
O=C(Nc1c(F)cc(F)cc1Br)c1ccco1,-8%,11%,0.1%,24%,-7%,-7%,-0.2%,0.3,77,5.3%
CCOc1ccc(S(=O)(=O)NCC2CCCO2)cc1NC(=O)c1ccccc1F (stereo unspecified),0%,4%,-0.1%,5%,-2%,10%,0.1%,0.1,35,0.1%
Cc1cc(C)nc(Nc2n[nH]c(-c3ccccc3C)n2)n1,12%,3%,-0.1%,19%,-11%,22%,-1.6%,0.9,35,0.1%
Nc1nc(SC23CC4CC(CC(C4)C2)C3)ns1,1%,-1%,-1.9%,4%,-5%,4%,3.0%,3.9,65,0.4%
CCCNC(=O)C(=O)Nc1cc2c3c(c1)CCC(=O)N3CCC2,-4%,-5%,-0.3%,-10%,-3%,9%,0.3%,-1.4,50,0.5%
CC(Oc1cccc(Cl)c1)c1ccnc2nc(/N=C/N(C)C)nn12 (stereo unspecified),0%,1%,0.1%,-1%,-3%,8%,1.3%,-0.3,42,-0.5%
O=c1c(-c2ccccc2)c(O)cc(-c2ccncc2)n1-c1ccc(Cl)cc1,1%,5%,-0.1%,2%,2%,19%,0.4%,-0.2,79,1.0%
O=C(C1COc2ccccc2O1)N1CCN(Cc2ccc(Br)cc2F)CC1 (stereo unspecified),1%,15%,0.0%,-15%,-8%,9%,-1.4%,1.9,51,0.0%
CCc1ccc(CN(C)C(=O)CCc2nnc(CCc3ccccc3OC)o2)nc1,7%,3%,0.3%,5%,-12%,-1%,0.9%,1.4,50,0.2%
CC1(C)CC(=O)C2=C(C1)Nc1cc(Cl)ccc1S2,0%,0%,-0.1%,4%,7%,?,60%,2.5,55,-1.3%
CC(C)c1ccc(N2C(=O)[C@@H]3Cc4ccccc4CN3C2=O)cc1,-3%,2%,-0.1%,10%,-6%,4%,0.7%,2.7,84,4.8%
Cc1nc2nc[nH]n2c(=O)c1CCOC(=O)c1ccccc1F,-1%,-1%,-0.2%,-8%,6%,11%,-0.2%,-0.3,87,-0.6%

# Random excerpt: two entries already listed, in no set order.
SMILES,Siah-1 displacement,GPR55 LPI antagonism,GPR55 activation,GPR35 arrestin U2OS,Dengue-2 NS5 capping,AID2073,HIV peptide binding,NTR1 ag,NTR1 ag cell count 20 µM,K1F lysis inhibition
Cc1nc2nc[nH]n2c(=O)c1CCOC(=O)c1ccccc1F,-1%,-1%,-0.2%,-8%,6%,11%,-0.2%,-0.3,87,-0.6%
O=C(C1COc2ccccc2O1)N1CCN(Cc2ccc(Br)cc2F)CC1 (stereo unspecified),1%,15%,0.0%,-15%,-8%,9%,-1.4%,1.9,51,0.0%

# The listing picks up; the 2 compounds before the break are reprinted first.
SMILES,Siah-1 displacement,GPR55 LPI antagonism,GPR55 activation,GPR35 arrestin U2OS,Dengue-2 NS5 capping,AID2073,HIV peptide binding,NTR1 ag,NTR1 ag cell count 20 µM,K1F lysis inhibition
CC(C)c1ccc(N2C(=O)[C@@H]3Cc4ccccc4CN3C2=O)cc1,-3%,2%,-0.1%,10%,-6%,4%,0.7%,2.7,84,4.8%
Cc1nc2nc[nH]n2c(=O)c1CCOC(=O)c1ccccc1F,-1%,-1%,-0.2%,-8%,6%,11%,-0.2%,-0.3,87,-0.6%
N#C/C(=C\c1cccnc1)C(=O)Nc1ccc(SC(F)F)cc1,0%,1%,-0.3%,0%,-34%,?,1.1%,-0.7,44,0.0%[50 µM]
CC(=O)Cn1ncc(Br)c(Br)c1=O,-3%,-12%,-0.1%,-2%,-8%,-9%,-0.5%,.,.,-0.3%
COc1ccc(CNC(=O)C/C(C)=N/NC(=O)COc2ccccc2)cc1,7%,6%,0.0%,8%,0%,0%,-0.2%,2.2,69,3.9%
Cc1ccc2c(CN(C)Cc3cccc(Cl)c3)cc(=O)oc2c1C,-5%,1%,0.0%,-11%,-5%,9%,0.6%,7.2,102,0.1%
C=CCC1(O)C(=O)N2C(=C1C(=O)N1CCOCC1)c1ccccc1CC2(C)C (stereo unspecified),4%,37%,-0.2%,-9%,-7%,-3%,-1.1%,2.2,60,3.1%
COc1ccc(C(=O)N2CCC(n3nccc3NC(=O)C3CC3)CC2)c(OC)c1OC,2%,-1%,0.1%,-4%,-3%,-7%,-0.9%,-1.1,71,0.3%
Cc1nn(Cc2ccccc2Cl)c(C)c1NC(=O)NC12CC3CC(CC(C3)C1)C2,-4%,35%,0.0%,2%,-7%,33%,-0.1%,9.5,74,4.3%
COc1ccc(N2CCN(C(=O)CNS(=O)(=O)c3ccc(C)c(C)c3)CC2)cc1,5%,2%,0.2%,-1%,10%,-13%,-0.8%,0.2,38,0.0%
Cc1ccc(C(=O)c2ccccc2C(=O)OCC(=O)NCCc2ccccc2)cc1,-2%,7%,-0.4%,-3%,-8%,-2%,-1.7%,0.9,57,1.5%
Cc1ccc(S(=O)(=O)N(NC2=NS(=O)(=O)c3ccccc32)C(=O)c2ccccc2)cc1,-2%,1%,-0.3%,-5%,0%,4%,1.5%,-0.3,45,0.9%
CNc1ccncc1S(=O)(=O)NC,3%,7%,0.3%,-4%,-3%,12%,-0.2%,-1.1,68,1.7%
CC(C(=O)NN=C(c1ccccc1)c1ccccc1)N1CCOCC1 (stereo unspecified),-4%,-4%,-0.1%,25%,-7%,8%,-0.3%,-0.8,34,0.1%
O=C1c2ccccc2S(=O)(=O)N1CC1CC(c2ccccc2Cl)=NO1 (stereo unspecified),-2%,-3%,-0.1%,7%,-6%,1%,-0.7%,2.0,72,1.1%[50 µM]
Cc1cccc(/C=N/NC(=O)c2ccc(NC(=O)c3ccccc3Cl)cc2)n1,-1%,3%,-0.2%,-14%,10%,10%,-0.5%,-1.4,41,-0.2%
CCCCn1c(O)c(N=Nc2ccccn2)c2ccccc21,2%,28%,-0.2%,-2%,-6%,14%,-1.5%,9.4,52,-11%
N=C1/C(=C/c2cccn2CCOc2ccccc2)C(=O)N=C2SC=C(c3ccccc3)N12,0%,-2%,0.2%,-5%,-8%,18%,9.9%,6.9,57,0.2%
COc1ccc(CNc2ncccn2)cc1OC,-2%,10%,0.1%,-2%,6%,1%,-0.7%,-0.2,48,0.4%
O=C(CCN1C(=O)c2ccccc2C1=O)NCc1ccc(F)cc1,11%,3%,-0.1%,1%,-10%,-4%,-0.4%,0.0,56,0.2%
c1ccc(-n2nnnc2-c2cnc(-c3ccncc3)nc2-c2cccs2)cc1,1%,3%,-0.3%,12%,-5%,13%,-0.3%,-0.6,88,-0.2%
O=c1[nH]c(C2CCN(S(=O)(=O)c3ccc(S(=O)(=O)NC4CC4)cc3)CC2)nc2c1nnn2Cc1cccc(F)c1,-2%,2%,-0.1%,2%,5%,16%,2.7%,3.5,49,0.1%
CCOc1ccc(Oc2nc(NCC(C)C)nc(N(C)C)n2)nn1,-9%,6%,-0.1%,8%,3%,2%,-2.1%,-1.0,65,1.5%
CCC1CCCCN1C(=O)CSc1nnc(-c2ccc(Cl)s2)o1 (stereo unspecified),-8%,7%,0.3%,7%,-10%,2%,0.1%,1.6,52,-1.4%[50 µM]
CCOC(=O)c1cnc2c(ccc3ccccc32)c1N,4%,-8%,-0.2%,0%,.,29%,6.4%,1.1,72,0.4%
CC(C)(C)c1ccc(C2(C)NC(=O)N(CC(=O)c3ccc[nH]3)C2=O)cc1 (stereo unspecified),2%,20%,-0.1%,0%,-2%,-3%,2.0%,5.0,48,-1.4%
Cc1ccc(C)c(Cn2c(=O)n(-c3ccc(CC(=O)NCc4ccco4)cc3)c(=O)c3sccc32)c1,-2%,-11%,-0.3%,2%,-1%,10%,1.2%,-0.4,93,0.6%
NC(=O)CC[C@H](NC(=O)c1ccc(F)cc1)C(=O)OCC(=O)Nc1ccc(N2CCOCC2)cc1,-7%,-4%,-0.4%,18%,-7%,-7%,-0.7%,2.4,54,2.1%
CCOc1ccc(NC(C)=O)cc1,2%,4%,-0.1%,-5%,0%,3%,1.0%,-0.2,47,2.1%
CCCn1cc(CN2CCCC(CNC(=O)c3ccc(F)cc3)C2)c(C)n1 (stereo unspecified),-1%,8%,0.0%,16%,-11%,10%,-0.4%,0.9,45,0.1%
CCOC(=O)c1c(C)c(C(=O)Nc2ccc(N(C)C)cc2)c(C)n1CC,5%,11%,0.0%,-14%,4%,-29%,0.0%,.,.,0.0%
CCCCCCC/C=N/Nc1nnc(Cc2ccccc2)c(=O)[nH]1,-6%,-4%,0.0%,4%,-10%,-26%,-0.7%,-1.9,106,-0.2%
O=C(O)C(c1ccccc1)N1C(=O)/C(=C/c2cccs2)SC1=S (stereo unspecified),4%,2%,0.2%,-15%,47µM*,-38%,14%,1.1,63,-0.3%
C=CCNC(=S)NNc1nc2c(c(=O)[nH]1)C1(CCCCC1)Cc1ccccc1-2,-2%,6%,-0.1%,-13%,9%,-5%,6.9%,25,84,0.0%
NC(=O)N/N=C/C=C/c1ccccc1,1%,7%,-0.1%,7%,0%,0%,0.3%,-0.1,60,-0.3%
CC(C)C[C@H](NC(=O)Nc1ccc2c(c1)OCCO2)C(=O)O,-1%,-3%,-0.1%,-1%,-5%,8%,-1.1%,3.7,58,0.2%
O=C(N/N=C/c1ccccc1F)c1cccc2ccccc12,7%,4%,0.0%,1%,2%,-12%,3.9%,2.0,76,0.3%
Cc1cc(NC(=O)CSc2ccccc2)no1,-2%,5%,-0.1%,0%,4%,-10%,1.4%,-1.0,82,-0.4%
